Compound activity from PubChem BioAssay.
VLA-4 inh: inhibition in human VLA-4 binding assay, primary screen, VLA-4 allosteric modulator project, MLPCN library, flow cytometry, VLA-4 expressing cells; Integrin alpha-4 (Homo sapiens), P13612; ligand binding flow cytometry; inhibition, % (about 7 µM as worked out from the volumes in the protocol); 330,000 tested, 0.2% active; AID 2557, 2010; in the data active = inhibition above about 50%
AGP1 TOR yeast: modulators of AGP1-GFP expression in yeast TOR pathway, primary screen, cell-based, multiplex flow cytometry, S. cerevisiae, MLPCN library. 3 h; GFP as percent of DMSO wells. GFP response vs DMSO, % at 10 µM. AID 2066, 2009. 320,000 tested, 0.02% active;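 active = GFP response relative to DMSO above a set limit, near screen average plus 3 SD, cut at about 150% in these data; inconclusive = fewer than 70 cells counted for the yeast strain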;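 also: median GFP channel fluorescence of the gated AGP1 strain per well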
GLD-1 RNA inh: GLD-1/TGE RNA complex disruptors, primary screen, biochemical, fluorescence polarization | Female germline-specific tumor suppressor gld-1 (Caenorhabditis elegans), Q17339 | purified GLD-1 + fluorescein TGE RNA | 320,000 tested, 0.44% active | inhibition, % at 5.96 µM | AID 2280, 2010;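 active = percent inhibition above a per-plate cutoff, the plate mean of test compounds plus 3 SD, cut at about 30% in these data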;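 also: 0% = DMSO wells with GLD-1 and probe and 100% = wells lacking GLD-1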
Fam108B inh: mouse Fam108B serine hydrolase inhibitors, primary screen, counter-screen for RBBP9 inhibitor project, biochemical, fluorescence polarization | recombinant Fam108B, FP-Rh probe fluorescence polarization | inhibition, % at 9.51 µM | 300,000 tested, 0.33% active | AID 1947, 2009;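 active = inhibition above the screen mean inhibition plus 3 SD, computed separately per campaign, cut at about 18% in these data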;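 also: inhibitors lower polarization as less probe binds the enzyme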
MEX-5 binding: MEX-5 zinc finger RNA-binding disruptors – biochemical, C. elegans, fluorescence polarization, MLPCN library, primary screen. MEX-5/FITC-TCR2 RNA binding; active compounds read low. activity score (negative = inhibition of binding), % at 10 µM. 300,000 tested, 0.38% active. AID 1832, 2009;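 active = inhibition past about -25% in most replicates, and total fluorescence under double the plate's negative control median, limit read from the data; inconclusive = replicates evenly split on the limit, or fluorescence at least double controls; inactive = too little inhibition in most replicates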;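 also: 0% = DMSO and -100% = 5 µM competing unlabeled TCR2 RNA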
Target sequence (Q9XUB2 whole entry, looked up): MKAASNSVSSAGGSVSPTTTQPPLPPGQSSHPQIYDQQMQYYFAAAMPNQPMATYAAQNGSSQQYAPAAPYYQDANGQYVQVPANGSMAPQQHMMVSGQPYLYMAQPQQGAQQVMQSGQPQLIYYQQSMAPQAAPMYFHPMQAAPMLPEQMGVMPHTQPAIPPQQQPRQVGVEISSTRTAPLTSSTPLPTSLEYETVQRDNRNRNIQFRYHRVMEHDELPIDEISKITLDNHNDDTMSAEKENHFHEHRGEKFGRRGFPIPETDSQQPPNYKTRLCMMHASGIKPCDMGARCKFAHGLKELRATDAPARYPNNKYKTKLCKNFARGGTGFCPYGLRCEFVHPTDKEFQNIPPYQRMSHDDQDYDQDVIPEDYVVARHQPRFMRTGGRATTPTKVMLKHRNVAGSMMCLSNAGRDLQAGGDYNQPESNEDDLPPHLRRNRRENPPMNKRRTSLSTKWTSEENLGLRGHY
Bcl-xL primary: inhibitors of human Bcl-xL, primary screen, biochemical, fluorescence polarization, HTS | 320,000 tested, 0.7% active | AID 2129, 2009 | Bcl-2-like protein 1 (Homo sapiens), Q07817 | inhibition, % at 10.9 µM | GST-Bcl-xL / FITC-Bim BH3 peptide fluorescence polarization;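 active = inhibition above the mean of all tested compounds plus 3 SD, cutoff set per campaign, cut at about 30% in these data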;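 also: 0% = DMSO wells and 100% = unlabeled Bim-BH3 peptide competitor; inhibitors lower millipolarization by displacing the labeled peptide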
Target sequence (Q07817 whole entry, looked up): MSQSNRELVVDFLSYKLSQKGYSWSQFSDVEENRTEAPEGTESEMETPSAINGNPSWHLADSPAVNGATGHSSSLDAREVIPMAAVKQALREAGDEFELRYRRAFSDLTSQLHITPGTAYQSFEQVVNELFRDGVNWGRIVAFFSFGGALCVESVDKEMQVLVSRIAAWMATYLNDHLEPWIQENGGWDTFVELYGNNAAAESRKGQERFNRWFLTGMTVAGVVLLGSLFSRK
GRK2 aptamer HTS: compounds blocking aptamer binding on GRK2 – biochemical, human GRK2, bead flow cytometry, HTS, primary screen; inhibition of aptamer binding, % at 10 µM; Beta-adrenergic receptor kinase 1 (Homo sapiens), P25098; 330,000 tested, 0.59% active; FAM-aptamer displacement from GRK2;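 active = inhibition of aptamer binding above 40%, roughly 3 SD of noise, on plates passing a quality check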;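 also: median bead fluorescence of bound FAM aptamer so fluorescent compounds give negative values; no value below 0 was filed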
CIT2 TOR yeast: modulators of CIT2-GFP expression in yeast, primary screen, S. cerevisiae, GFP fusion, multiplex flow cytometry, MLPCN library | S. cerevisiae CIT2-GFP strain, 3 h; 100 means same as DMSO wells | GFP response vs DMSO, % at 10 µM | 320,000 tested, 0.065% active | AID 2029, 2009;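 active = GFP response relative to DMSO above a set limit, near the screen mean plus 3 SD, cut at about 150% in these data; inconclusive = Fewer than 70 cells measured for a yeast strain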;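 also: ratio of well median GFP fluorescence to mean of DMSO wells on the plate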
MCL1-BIM inh: inhibitors of MCL1 binding to BIM-BH3, primary screen, biochemical, fluorescence polarization | Induced myeloid leukemia cell differentiation protein Mcl-1 (Homo sapiens), Q07820 | GST-MCL1 / FITC-Bim-BH3 fluorescence polarization | inhibition, % at 10.9 µM | 320,000 tested, 0.68% active;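 active = inhibition above the mean inhibition of all tested compounds plus 3 SD, set per campaign, cut at about 40% in these data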;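 also: 0% = DMSO wells and 100% = unlabeled Bim-BH3 peptide control; higher means more loss of mP so more displacement of Bim peptide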
Target sequence (Q07820 whole entry, looked up): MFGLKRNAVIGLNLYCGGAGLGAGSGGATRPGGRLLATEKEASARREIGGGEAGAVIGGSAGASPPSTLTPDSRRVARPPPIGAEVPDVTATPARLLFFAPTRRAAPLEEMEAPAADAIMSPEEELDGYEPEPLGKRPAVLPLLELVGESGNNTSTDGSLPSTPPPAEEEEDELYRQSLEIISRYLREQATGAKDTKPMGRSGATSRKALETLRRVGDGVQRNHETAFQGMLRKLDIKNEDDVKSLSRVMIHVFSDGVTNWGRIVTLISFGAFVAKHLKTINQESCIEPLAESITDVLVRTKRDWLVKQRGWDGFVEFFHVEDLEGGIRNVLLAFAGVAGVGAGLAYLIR
Starred values were filed as active, the others as inactive.

How did CC(=O)Nc1ccc(S(=O)(=O)NCC(=O)NCCCc2ccccc2)cc1 do in these assays?
VLA-4 inh: 7; AGP1 TOR yeast: 99; GLD-1 RNA inh: -4; Fam108B inh: 1; MEX-5 binding: -2.6; Bcl-xL primary: -5; GRK2 aptamer HTS: 2; CIT2 TOR yeast: 104; MCL1-BIM inh: -7

What do the screens show for `CCC(=O)c1cn(CC(=O)NCC2CCCO2)c2ccccc12` (centres undefined)?
VLA-4 inh: 7; GLD-1 RNA inh: -4; Fam108B inh: 0; MEX-5 binding: -3.9; Bcl-xL primary: 4; GRK2 aptamer HTS: 0; CIT2 TOR yeast: 103; MCL1-BIM inh: 6

How did Cc1nc2c(C)cccc2c2c1COC2 do in these assays?
VLA-4 inh: -4; AGP1 TOR yeast: 111; GLD-1 RNA inh: 7; Fam108B inh: -2; MEX-5 binding: 1.2; Bcl-xL primary: 3; GRK2 aptamer HTS: 2; CIT2 TOR yeast: 117; MCL1-BIM inh: -2

How did Cc1nc(SCCOc2ccc(F)cc2)c2ccccc2n1 do in these assays?
VLA-4 inh: -7; AGP1 TOR yeast: 103; GLD-1 RNA inh: 1; Fam108B inh: 1; MEX-5 binding: inconclusive; Bcl-xL primary: -9; GRK2 aptamer HTS: 7; CIT2 TOR yeast: 103; MCL1-BIM inh: -22

What do the screens show for `CN(CC(=O)NC(=O)NC(C)(C)C)CC(=O)Nc1ccccc1Cl`?
VLA-4 inh: -9; AGP1 TOR yeast: 99; GLD-1 RNA inh: -4; Fam108B inh: 3; MEX-5 binding: 0.6; Bcl-xL primary: -2; GRK2 aptamer HTS: 0; CIT2 TOR yeast: 98; MCL1-BIM inh: 2

How did N#Cc1ccc(CSc2nnc(-c3ccccn3)n2-c2ccc(Cl)cc2)cc1 do in these assays?
VLA-4 inh: -5; AGP1 TOR yeast: 98; GLD-1 RNA inh: 4; Fam108B inh: -1; MEX-5 binding: -0.2; Bcl-xL primary: -1; GRK2 aptamer HTS: 0; CIT2 TOR yeast: 92; MCL1-BIM inh: 3

Results for CC(C)C(C)NC(=O)COc1ncnc2sccc12 (centres undefined) ?
VLA-4 inh: 16; AGP1 TOR yeast: 92; GLD-1 RNA inh: 5; Fam108B inh: 1; MEX-5 binding: 0.8; Bcl-xL primary: -2; GRK2 aptamer HTS: 0; CIT2 TOR yeast: 87; MCL1-BIM inh: 1

How did Cc1cc2c(Nc3ccc(O)cc3)ncnc2s1 do in these assays?
VLA-4 inh: -3; AGP1 TOR yeast: 108; MEX-5 binding: 1.5; GRK2 aptamer HTS: 0; CIT2 TOR yeast: 104

How did CCCCOc1ccc(-c2nnn(CCC(=O)N3CCOCC3)n2)cc1 do in these assays?
VLA-4 inh: -4; AGP1 TOR yeast: 89; GLD-1 RNA inh: 0; Fam108B inh: 0; MEX-5 binding: 4.0; Bcl-xL primary: -2; GRK2 aptamer HTS: 1; CIT2 TOR yeast: 96; MCL1-BIM inh: -3

What do the screens show for `N/C(Cc1ccccc1Sc1ccccc1)=N\O`?
VLA-4 inh: -9; AGP1 TOR yeast: 101; GLD-1 RNA inh: 2; Fam108B inh: 0; MEX-5 binding: 0.7; Bcl-xL primary: 7; GRK2 aptamer HTS: 0; CIT2 TOR yeast: 101; MCL1-BIM inh: -3

Results for O=C(CCc1ccccc1)NNC(=O)c1ccccc1C(=O)O ?
VLA-4 inh: 7; AGP1 TOR yeast: 99; GLD-1 RNA inh: 3; Fam108B inh: 0; MEX-5 binding: -1.0; Bcl-xL primary: 3; GRK2 aptamer HTS: 0; CIT2 TOR yeast: 104; MCL1-BIM inh: 7

Results for CCN(CC)CCn1c(NCc2ccc3c(c2)OCO3)nc2ccccc21 ?
VLA-4 inh: 8; AGP1 TOR yeast: 108; GLD-1 RNA inh: 2; Fam108B inh: 2; MEX-5 binding: -0.6; Bcl-xL primary: 0; GRK2 aptamer HTS: 0; CIT2 TOR yeast: 100; MCL1-BIM inh: 3

How did COc1ccc(CN(CC(O)COc2cccc3[nH]cc(C)c23)C(C)(C)C)cc1 (centres undefined) do in these assays?
VLA-4 inh: -5; AGP1 TOR yeast: 91; GLD-1 RNA inh: -2; Fam108B inh: 2; MEX-5 binding: 0.1; Bcl-xL primary: 5; GRK2 aptamer HTS: 0; CIT2 TOR yeast: 94; MCL1-BIM inh: -4

How did CCOc1ccc(NC(=O)CN2C(=O)COc3ccc(S(=O)(=O)N4CCCC4)cc32)cc1 do in these assays?
VLA-4 inh: -3; AGP1 TOR yeast: 108; GLD-1 RNA inh: -4; Fam108B inh: 3; MEX-5 binding: -0.2; Bcl-xL primary: 0; GRK2 aptamer HTS: 0; CIT2 TOR yeast: 111; MCL1-BIM inh: 1

Results for Cc1ccc2cc(C#N)c(SCC(=O)N3CCCc4ccccc43)nc2c1 ?
VLA-4 inh: -3; AGP1 TOR yeast: 107; GLD-1 RNA inh: 4; Fam108B inh: -6; MEX-5 binding: 1.7; Bcl-xL primary: 3; GRK2 aptamer HTS: 0; CIT2 TOR yeast: 111; MCL1-BIM inh: 3

How did O=C(c1cc(COc2ccc(F)cc2Cl)on1)N(CCO)Cc1cccs1 do in these assays?
VLA-4 inh: -12; AGP1 TOR yeast: 95; GLD-1 RNA inh: 8; Fam108B inh: -3; Bcl-xL primary: 0; GRK2 aptamer HTS: 0; CIT2 TOR yeast: 99; MCL1-BIM inh: -4

What do the screens show for `Cn1c(SCC(=O)NCC2CCCO2)ncc(C(=O)Nc2ccc(F)cc2)c1=O` (centres undefined)?
VLA-4 inh: 4; AGP1 TOR yeast: 99; GLD-1 RNA inh: 5; Fam108B inh: -6; MEX-5 binding: -3.5; Bcl-xL primary: 3; GRK2 aptamer HTS: 0; CIT2 TOR yeast: 95; MCL1-BIM inh: 4

What do the screens show for `COc1ccc(/C=C/C(=O)Nc2ccccc2C(F)(F)F)cc1`?
VLA-4 inh: 4; AGP1 TOR yeast: 102; GLD-1 RNA inh: 8; Fam108B inh: 1; MEX-5 binding: -0.6; Bcl-xL primary: 2; GRK2 aptamer HTS: 0; CIT2 TOR yeast: 102; MCL1-BIM inh: -2

How did CN1CCN(C(=O)c2cc(S(=O)(=O)Nc3ccccc3F)c(Cl)cc2Cl)CC1 do in these assays?
VLA-4 inh: 1; AGP1 TOR yeast: 100; GLD-1 RNA inh: 4; Fam108B inh: 8; MEX-5 binding: 1.5; Bcl-xL primary: 0; GRK2 aptamer HTS: 0; CIT2 TOR yeast: 108; MCL1-BIM inh: 1

Results for Clc1ccc(-c2noc3c2-c2nc(Cc4cccc5ccccc45)sc2CC3)cc1 ?
VLA-4 inh: 3; AGP1 TOR yeast: 84; GLD-1 RNA inh: 7; Fam108B inh: -3; MEX-5 binding: -4.1; Bcl-xL primary: 2; GRK2 aptamer HTS: 0; CIT2 TOR yeast: 87; MCL1-BIM inh: 12

Results for CCCCn1c(=N)n(CC(=O)C(C)(C)C)c2ccccc21 ?
VLA-4 inh: -1; AGP1 TOR yeast: 92; GLD-1 RNA inh: 9; Fam108B inh: -2; MEX-5 binding: 0.8; Bcl-xL primary: 1; GRK2 aptamer HTS: 0; CIT2 TOR yeast: 92; MCL1-BIM inh: -3

What do the screens show for `COc1ccc(C(=O)NCC(=O)OCC(=O)Nc2cccc(S(=O)(=O)N3CCCC3)c2)cc1`?
VLA-4 inh: 13; AGP1 TOR yeast: 109; GLD-1 RNA inh: 3; Fam108B inh: -1; MEX-5 binding: -0.1; Bcl-xL primary: -3; GRK2 aptamer HTS: 1; CIT2 TOR yeast: 103; MCL1-BIM inh: -2

Results for COc1cc(CNC2CCCC2)cc(Cl)c1OCc1ccccc1F ?
VLA-4 inh: 17; AGP1 TOR yeast: 106; GLD-1 RNA inh: 6; Fam108B inh: 3; MEX-5 binding: 0.2; Bcl-xL primary: 1; GRK2 aptamer HTS: 0; CIT2 TOR yeast: 108; MCL1-BIM inh: -2

Results for CCOc1ccccc1OCCOCCOc1ccccc1[N+](=O)[O-] ?
VLA-4 inh: 1; AGP1 TOR yeast: 90; GLD-1 RNA inh: 3; Fam108B inh: -5; MEX-5 binding: -0.1; Bcl-xL primary: 1; GRK2 aptamer HTS: 1; CIT2 TOR yeast: 91; MCL1-BIM inh: -4

What do the screens show for `CCn1c(CN2CCN(C(c3ccccc3)c3ccccc3)CC2)nc2c1c(=O)n(C)c(=O)n2C`?
VLA-4 inh: -3; AGP1 TOR yeast: 99; GLD-1 RNA inh: -10; Fam108B inh: -1; MEX-5 binding: 3.5; Bcl-xL primary: -1; GRK2 aptamer HTS: 2; CIT2 TOR yeast: 116; MCL1-BIM inh: 0

What do the screens show for `C=CCN(CC=C)C(=O)CN1C(=O)NC(Cc2c[nH]c3ccccc23)C1=O` (centres undefined)?
VLA-4 inh: 1; AGP1 TOR yeast: 103; GLD-1 RNA inh: -2; Fam108B inh: -7; MEX-5 binding: -1.1; Bcl-xL primary: 1; GRK2 aptamer HTS: 0; CIT2 TOR yeast: 106; MCL1-BIM inh: 3

Results for CCC(=O)N1CCc2cc(S(=O)(=O)NCCC(=O)NCc3ccccc3OC)ccc21 ?
VLA-4 inh: 3; AGP1 TOR yeast: 111; GLD-1 RNA inh: -1; Fam108B inh: -3; MEX-5 binding: -4.4; Bcl-xL primary: 5; GRK2 aptamer HTS: 1; CIT2 TOR yeast: 103; MCL1-BIM inh: 2

What do the screens show for `CC1(C)CC(NCCN2CCN(C3=CC(=C(C#N)C#N)CC(C)(C)C3)CC2)=CC(=C(C#N)C#N)C1`?
VLA-4 inh: 50*; AGP1 TOR yeast: 97; GLD-1 RNA inh: 6; Fam108B inh: -1; MEX-5 binding: 1.6; Bcl-xL primary: -1; GRK2 aptamer HTS: 2; CIT2 TOR yeast: 102; MCL1-BIM inh: 2

How did O=S(=O)(NCC1CCC(NS(=O)(=O)c2c(F)cccc2F)CC1)c1ccc2c(c1)OCCO2 (centres undefined) do in these assays?
VLA-4 inh: 4; AGP1 TOR yeast: 91; GLD-1 RNA inh: 4; GRK2 aptamer HTS: 0; CIT2 TOR yeast: 88

Results for Cn1nccc1NC(=O)CC1(CC(=O)O)CCCCC1 ?
VLA-4 inh: 3; AGP1 TOR yeast: 107; GLD-1 RNA inh: -3; Fam108B inh: 3; MEX-5 binding: -0.8; Bcl-xL primary: 2; GRK2 aptamer HTS: 1; CIT2 TOR yeast: 99; MCL1-BIM inh: 4

What do the screens show for `O=C(CN1CCCC1)N1c2ccccc2Sc2ccc(Cl)cc21`?
VLA-4 inh: -2; AGP1 TOR yeast: 107; MEX-5 binding: 2.3; GRK2 aptamer HTS: 0; CIT2 TOR yeast: 104
